Screening data as filed in PubChem BioAssay.
NSD2 inh = NSD2 histone methyltransferase inhibitors, primary screen, biochemical, AlphaScreen, single concentration, set 2; Histone-lysine N-methyltransferase NSD2 (Homo sapiens), O96028; NSD2 peptide methylation, 120 min; inhibition, % at 12.5 µM; actives 0.54% (n = 310,000); AID 743445, 2014; in the data active = inhibition above about 50%
dFosB act = activators of delta FosB homodimer, primary screen, biochemical, fluorescence polarization, TAMRA-CDK5 oligo, single point | Protein FosB (Mus musculus), P13346 | purified delta FosB; percent of positive-control signal above neutral wells | activation, % at 25 µM | actives 0.99% (n = 340,000) | AID 493131, 2011;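 active = mean activation above about 17%, with every replicate also reaching it, limit read from the data, passing the limit was not always enough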;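 note: fluorescence polarization rise as delta FosB binds a TAMRA Cdk5 AP-1 oligo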
Target sequence (P13346 whole entry, looked up): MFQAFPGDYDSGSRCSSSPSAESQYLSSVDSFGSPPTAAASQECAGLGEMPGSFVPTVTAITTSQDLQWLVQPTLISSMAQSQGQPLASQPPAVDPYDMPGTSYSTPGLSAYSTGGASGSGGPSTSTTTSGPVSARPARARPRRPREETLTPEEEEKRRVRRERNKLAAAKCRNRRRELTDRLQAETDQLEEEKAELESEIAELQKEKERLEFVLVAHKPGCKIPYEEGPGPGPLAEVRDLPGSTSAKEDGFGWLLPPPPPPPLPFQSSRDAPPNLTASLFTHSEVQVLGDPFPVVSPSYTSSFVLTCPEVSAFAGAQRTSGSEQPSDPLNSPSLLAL
HTR5A inv ag = HTR5A inverse agonists in luminescence cell assay, primary screen, counter-screen for OPRM1-OPRD1 heterodimer inverse agonist project, full-deck HTS | 5-hydroxytryptamine receptor 5A (Homo sapiens), P47898 | HTR5A cell line, inverse agonism | inhibition, % at 9.3 µM | actives 0.083% (n = 340,000) | AID 504634, 2011; in the data active = inhibition mostly above about 23%, no sharp cut-off; inactive = mostly below about 18%;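 note: 0% = cells with DMSO and 100% = no-cell wells with DMSO; some compounds called inactive have numbers as strong as hits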
PvdQ inh = P. aeruginosa PvdQ acylase inhibitors, primary screen, biochemical, fluorescence, plate reader and imaging, single point | purified PvdQ acylase | inhibition, % at 10 µM | actives 0.063% (n = 340,000) | AID 488965, 2010; in the data active = inhibition above about 30%, passing the limit was not always enough;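 note: 0% = vehicle neutral wells and 100% = reference inhibitor wells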
SR-BI HDL uptake = inhibitors of SR-BI mediated HDL lipid uptake, primary screen, ldlA[mSR-BI] cells, fluorescence, single point; AID 488896, 2010; actives 0.96% (n = 320,000); inhibition, % at 12.5 µM; Scavenger receptor class B member 1 (Mus musculus), Q61009; ldlA[mSR-BI] CHO cells, DiI-HDL uptake fluorescence, 3 h;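 active = mean replicate inhibition of at least 70% and a set share of replicates each scoring 70 or more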;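 note: 0% = median of neutral control wells and 100% = median of positive control wells; values of inactives mirror those of a sister screen read the other way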
Target sequence (Q61009 whole entry, looked up): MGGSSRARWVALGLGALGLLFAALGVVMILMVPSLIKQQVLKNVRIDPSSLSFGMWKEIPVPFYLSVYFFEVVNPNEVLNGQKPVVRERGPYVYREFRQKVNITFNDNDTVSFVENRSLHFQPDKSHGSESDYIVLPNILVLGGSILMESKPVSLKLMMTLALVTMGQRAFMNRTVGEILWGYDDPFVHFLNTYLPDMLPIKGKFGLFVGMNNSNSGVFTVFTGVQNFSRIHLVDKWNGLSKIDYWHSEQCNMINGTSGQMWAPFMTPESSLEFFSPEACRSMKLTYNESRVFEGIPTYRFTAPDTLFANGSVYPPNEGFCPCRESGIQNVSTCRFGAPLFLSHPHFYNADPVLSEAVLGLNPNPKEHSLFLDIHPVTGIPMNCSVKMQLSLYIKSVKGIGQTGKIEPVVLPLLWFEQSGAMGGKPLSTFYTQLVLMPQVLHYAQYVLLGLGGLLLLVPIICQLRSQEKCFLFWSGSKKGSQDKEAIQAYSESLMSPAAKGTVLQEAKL
CDK5 inh = inhibitors of human CDK5/p35 kinase, primary screen, biochemical, single concentration; AID 488839, 2010; Recombinant CDK5/p35, ADP-Glo luminescence, 60 min; inhibition, % at 10 µM; actives 0.01% (n = 330,000); Cyclin-dependent kinase 5 (Homo sapiens) + Cyclin-dependent kinase 5 activator 1 (Homo …;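 active = highest replicate inhibition of at least 50% and at least 75% of replicates reaching 50%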;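 note: plate controls were DMSO neutral control for no effect and GW8510 at 10 µM for full effect; many of its hits are not listed in these tables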
HTR5A ag = HTR5A agonists in luminescence cell assay, primary screen, counter-screen for OPRM1-OPRD1 heterodimer agonist project, full-deck HTS. actives 0.61% (n = 340,000). activation, % at 9.3 µM. cell-based; in the data active = activation mostly above about 9.5%, no sharp cut-off; inactive = mostly below about 7.6%;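 note: 0% = cells with vehicle only and 100% = reference agonist; strong numbers were not always called active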
V-ATPase pH = regulators of yeast V-ATPase proton pumping, primary screen, pHLuorin cytosolic pH fluorescence; response, % at 10 µM; actives 0.37% (n = 350,000); S. cerevisiae; in the data active = response mostly above about 7.3%, no sharp cut-off; inactive = mostly below about 5.4%; note: actives read high; inactives centre near 0; some compounds called inactive have numbers as strong as hits; reference of the scale not given here
Wnt bcat act = Wnt/beta-catenin pathway activators, primary screen, cell-based, plate reader, single point. actives 1.2% (n = 300,000). activation, % at 9.35 µM. Wnt/beta-catenin reporter cell assay, activator. AID 743398, 2014; in the data active = activation above about 30%, passing the limit was not always enough;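 note: 0% = neutral control wells and 100% = positive control wells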
MITF TRPM1 HTS = activators of MITF-driven TRPM1 promoter reporter, primary screen, cell-based, SK-MEL-5, luciferase, single point; activation, % at 12.5 µM; AID 588334, 2011; actives 0.75% (n = 300,000); SK-MEL-5 TRPM1-promoter luciferase, 24 h; % of positive control, neutral wells = 0;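 active = mean activation of at least 80% with every replicate also reaching 80%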;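 note: 0% = neutral control wells and 100% = parthenolide positive control wells; values of inactives mirror those of a sister screen read the other way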
* hit, by the source's call; / = not tested or not shown.

SMILES	NSD2 inh	dFosB act	HTR5A inv ag	PvdQ inh	SR-BI HDL uptake	CDK5 inh	HTR5A ag	V-ATPase pH	Wnt bcat act	MITF TRPM1 HTS
Cc1csc(SCCN2C(=O)c3ccccc3C2=O)n1	2	3	4	-8	-1	-1.0	-5	1	16	74
CNC(=O)c1cccc2nc3ccccc3nc12	1	-11	/	-6	-14	3.3	/	-1	-2	/
O=S(=O)(c1ccc(NC(=S)N/N=C/c2ccc(Oc3ccccc3)cc2)cc1)N1CCOCC1	1	2	8	0	27	2.4	-1	-4	-4	3
Cc1ccc(NC(=S)Nc2ccccn2)cc1C	1	-5	/	-12	9	0.8	/	1	-3	/
CCC(=O)N1CCc2cc(S(=O)(=O)NC(CC(C)C)C(=O)N3CCc4ccccc43)ccc21 (centres undefined)	-6	-9	12	3	-24	0.2	3	-4	/	/
O=C(CCc1nnc(CCCc2ccccc2)o1)NCCc1ccccc1	-3	-2	0	-2	9	1.0	0	1	4	13
COc1ccc(Nc2nc(N)nc(CSC(=S)N3CCC(C)CC3)n2)cc1	-2	3	-17	21	10	0.7	5	-1	/	-1
COc1cccc(CN(C)C(=O)c2sccc2-c2ccccc2)c1OC	0	-7	11	-15	11	-1.1	-2	5	0	-15
Cc1nc(C(=O)Nc2ccc(Cl)cc2)nn1-c1ccc([N+](=O)[O-])cc1	1	-6	16	-14	22	1.4	-1	3	-7	/
Cc1ccc(-c2csc(N3CCN(c4ccc5nc(-c6ccncc6)n(CCN6CCCCC6)c5c4)CC3)n2)cc1	/	-4	/	5	70*	1.5	/	2	/	2
O=C(NCC1CCCO1)/C(=C\c1ccc(Cl)cc1)NC(=O)c1ccccc1 (centres undefined)	-1	4	-20	-7	-14	1.3	8	2	/	1
O=C(CSc1nc2ccccc2[nH]1)c1cccs1	5	6	-9	6	-16	0.2	2	0	58*	57
N/C(=N\N=C\c1cccs1)SC1CC(=O)N(c2cccc([N+](=O)[O-])c2)C1=O (centres undefined)	1	5	-10	-6	47	0.5	4	0	0	2
Cc1cccc(NC(=S)NCc2ccncc2)c1C	0	-1	-4	3	8	1.8	5	-6	0	2
COC(=O)c1ccc(C(=O)OC)c(NC(=O)CCS(=O)(=O)Cc2ccccc2)c1	-5	-12	-1	-15	5	-0.8	-2	-3	-1	0
CCOC(=O)c1ccccc1NS(=O)(=O)c1cnn(CC)c1C	-4	-2	4	-3	0	1.5	-1	-1	0	-15
CCOC(=O)CNC(=O)c1sc2nc(C)cc(C)c2c1N	-7	-11	4	-15	-3	0.9	-5	-5	/	3
O=C(O)c1cccnc1SCc1cccc(Cl)c1	-4	-2	-12	-10	/	0.0	-1	2	0	18
O=C(c1ccc(-n2cnnn2)cc1)N1CCCCC1	0	6	-27	-4	-19	-0.1	-2	-1	/	7
Nc1nonc1-n1nnc(C(=O)N/N=C/c2cccnc2)c1-c1cccs1	-3	-6	-14	-12	5	-1.2	4	4	1	1
CN1CCN(C(c2cccc(C(F)(F)F)c2)c2nnnn2Cc2ccccc2)CC1 (centres undefined)	0	-7	3	-18	-16	0.3	-1	-2	3	-2
Cc1sc2ncnc(SCC(=O)c3ccc(O)cc3O)c2c1C	3	40*	-12	-13	/	1.3	3	-4	4	-2
COc1cc2c(cc1NC(=S)Nc1ccccc1C)oc1ccccc12	-1	-4	9	-11	57	-2.4	-2	5	/	16
CCN(CC)C(=O)CCCc1c[nH]c2ccccc12	-1	-1	11	-8	-25	-1.1	-4	1	3	6
Cn1c(=O)c2c(ncn2CC(=O)OCC(=O)NNC(=O)c2ccc(Cl)cc2)n(C)c1=O	3	-3	-1	-14	-10	0.2	0	-1	-2	-2

(list continues)
SMILES	NSD2 inh	dFosB act	HTR5A inv ag	PvdQ inh	SR-BI HDL uptake	CDK5 inh	HTR5A ag	V-ATPase pH	Wnt bcat act	MITF TRPM1 HTS
C=C(Cl)COc1ccc2c(CCC)cc(=O)oc2c1	-3	-3	15	-6	58	2.0	-7	-3	/	1
CCCNC(=O)c1ccc2snnc2c1	0	1	5	-5	-21	-0.5	4	12	-1	/
Cn1c(=O)c2ccccc2n(CC(=O)Nc2ccc3c(c2)OCCO3)c1=O	1	6	9	1	-7	0.4	4	-1	-5	-15
CC(C)(C)Cc1nnc(NC(=O)c2ccc3c(c2)OCO3)s1	-2	-6	0	2	8	1.8	1	-3	15	68
CC(C)(C)n1cnc2cc(NC(=O)c3ccccc3)ccc21	-4	-5	-18	-14	-7	2.7	6	1	12	29
Cc1ccc(/C=N/NC(=O)c2ccco2)cc1	-1	-11	/	-4	7	1.6	/	-1	39*	/
Cc1cc(NS(=O)(=O)c2ccccc2)ccc1NS(=O)(=O)c1ccccc1	0	-1	-9	-9	29	-1.7	2	0	-6	-7
Cc1cc(N2C(=O)c3ccccc3C2=O)n(C)n1	-6	-4	-11	-8	-17	-1.5	3	-1	4	/
COc1cc(C(c2c(C)n(C)n(-c3ccccc3)c2=O)c2c(C)n(C)n(-c3ccccc3)c2=O)cc(Br)c1O	-3	-8	-2	-4	-20	0.3	0	2	2	-1
Cc1cccc(Cn2ncc(Cl)c(Cl)c2=O)c1	-1	-4	21	5	-16	-0.3	0	-4	-14	-28
Cn1c(SCC(=O)NCc2ccccc2)ncc(C(=O)Nc2ccccc2)c1=O	-1	4	-9	1	18	0.3	3	-1	-1	-32
Cc1cc(C(F)F)nn1CC(=O)NC1CCCCCC1	-1	-5	17	9	6	0.3	0	0	0	10
CCOc1cc(C(=O)N2CCN=C2SC)cc(OCC)c1OCC	3	1	2	-7	-1	0.9	7	0	/	0
CCOC(=O)/C(=C\c1ccc(N2CCC(c3ccccc3)=N2)cc1)C(C)=O	0	-9	-9	-4	31	0.0	2	8	4	71
Cc1ccc(NC(=O)C2CCN(S(=O)(=O)c3cccs3)CC2)cc1	-2	0	11	1	-4	0.5	0	0	-2	6
CNC(=O)Cn1nc(C)c2ccccc2c1=O	0	1	-11	-4	-28	1.2	0	-3	/	/
Cc1cc(C(=O)Nc2cccc([N+](=O)[O-])c2C)cs1	-2	2	12	-17	-18	-0.2	-3	1	3	0
Cc1cccc(NC(=O)c2cccc(C(=O)Nc3cccc(C)c3)c2)c1	-3	3	-7	-14	25	-0.8	2	-2	0	14
COc1ccc(CCNS(=O)(=O)c2ccc(Cl)cc2)cc1OC	35	-1	7	-21	1	0.9	-2	-3	-4	/
COc1ccc(CC(=O)OCC(=O)NC2CCCC(C)C2C)cc1OC (centres undefined)	-3	-1	-1	-22	-43	-0.3	0	-2	0	5
O=C(Cc1cccs1)Nc1nc2ccccc2s1	-4	8	-7	-9	/	-0.8	2	0	/	63
CCOc1ccc2nc(SCC(=O)Nc3ccc4[nH]c(=O)[nH]c4c3)[nH]c2c1	0	-3	7	9	28	2.8	-2	-3	-3	-4
Cc1sc2ncn(-c3ccccc3)c(=O)c2c1C	-3	-4	-12	-5	17	-0.1	4	1	2	22
Cc1ccc(C)c(NC(=S)/C(=C(\[O-])c2ccc(OC(F)F)cc2)[n+]2ccccc2)c1	3	-5	4	-11	0	-2.0	-1	1	-1	-1
CCOC(=O)NC(Nc1cc(C)ccn1)(C(F)(F)F)C(F)(F)F	0	-8	-7	12	-19	0.1	3	1	-1	/

Record cards, from the list above.
Cc1ccc(C)c(NC(=S)/C(=C(\[O-])c2ccc(OC(F)F)cc2)[n+]2ccccc2)c1 as listed: NSD2 inh = 3; dFosB act = -5; HTR5A inv ag = 4; PvdQ inh = -11; SR-BI HDL uptake = 0; CDK5 inh = -2.0; HTR5A ag = -1; V-ATPase pH = 1; Wnt bcat act = -1; MITF TRPM1 HTS = -1
Cc1sc2ncn(-c3ccccc3)c(=O)c2c1C as listed: NSD2 inh = -3; dFosB act = -4; HTR5A inv ag = -12; PvdQ inh = -5; SR-BI HDL uptake = 17; CDK5 inh = -0.1; HTR5A ag = 4; V-ATPase pH = 1; Wnt bcat act = 2; MITF TRPM1 HTS = 22

More compounds
SMILES	NSD2 inh	dFosB act	HTR5A inv ag	PvdQ inh	SR-BI HDL uptake	CDK5 inh	HTR5A ag	V-ATPase pH	Wnt bcat act	MITF TRPM1 HTS
COc1ccc(NC(=O)C2CCCCN2S(=O)(=O)c2ccc(F)cc2)c(OC)c1 (centres undefined)	1	-11	-37	18	32	0.2	4	0	-3	-1
COc1ccc(OC)c(Nc2nc(-c3cccc([N+](=O)[O-])c3)nc3ccccc23)c1	-1	-9	-13	-3	38	-0.2	5	0	-15	2
CCOc1ccc(/C=C(/C#N)c2nnc(N3CCOCC3)n2-c2ccccc2)cc1OC	1	3	-10	16	-9	1.0	2	-2	3	-2
COc1cc(C(=O)Nc2cc(C(F)(F)F)ccc2N2CCOCC2)ccc1O	-1	-2	-11	3	2	0.6	3	3	-2	3
Cc1ccccc1NC(=O)CSc1nc(N)c(C#N)c(-c2cccs2)c1C#N	0	61*	-9	-1	-3	-3.7	9	1	/	-8
CCCCN(CC)C(=O)C1CCCN(S(=O)(=O)c2cccc3nsnc23)C1 (centres undefined)	5	-5	-8	-10	8	-6.4	5	-7	-2	6
COc1cc(Br)cc2cc(C(=O)NCC3CCCO3)c(=O)oc12 (centres undefined)	1	3	9	2	-31	-0.9	-4	-1	1	-10
O=C(Cn1nnc2ccccc21)OCC(=O)c1ccc(F)cc1	-1	-8	14	-9	-23	-0.9	0	6	-1	/
CC(C)(C)NC(=O)Cn1c(Cl)nc2ccccc21	-2	-1	/	-5	-22	-0.4	/	1	-2	-1
Cc1cccc(C(=O)NC2CCN(S(=O)(=O)c3ccc(F)cc3)CC2)c1	-1	-1	-11	-22	18	-0.8	4	-7	-2	6
COc1ccc(N2C(=O)c3ccc(NC(C)=O)cc3C2=O)cc1	-1	-2	-13	-7	-20	2.2	6	4	2	10
Cc1ccc(C)c(N2C(=O)CN=C2Nc2ccccc2Cl)c1	-1	-1	-1	15	-15	-0.6	5	2	/	-4
Cc1ccc(C)c(NC(=O)C(=O)NCCCN2CCOCC2)c1	0	-1	-1	-7	-8	2.3	0	-1	-1	-9
Cc1ccc(NC(=O)C2C3CCCCC32)cc1[N+](=O)[O-] (centres undefined)	0	-4	-15	-7	-2	-3.3	2	-6	16	55
COC(=O)C1C2CC3c4[nH]c5cc(OC)ccc5c4CCN3CC2CC(OC(=O)CC(C)=O)C1OC (centres undefined)	2	-13	-1	-6	-2	2.8	0	1	0	5
CC12C(=O)N(Cc3ccco3)C(=O)C1C1c3ccccc3C2c2ccccc21 (centres undefined)	1	1	-4	-16	-9	-0.1	1	0	/	-3
COc1cc(NC(=O)c2cccs2)c(OC)cc1NC(=O)Cc1ccccc1	2	-10	-8	-18	/	-0.1	3	1	3	-2
COc1cc(OC)cc(-c2nc(-c3cccs3)no2)c1	-3	-10	-2	-3	36	-0.7	1	0	12	40
O=S(=O)(CC(O)CS(=O)(=O)c1ccc(Cl)cc1)c1ccccc1 (centres undefined)	2	4	0	-23	-38	-0.7	-1	1	-2	-15
CC(=O)Nc1ccc(S(=O)(=O)NCCC(=O)OCc2nnc(-c3ccccc3)o2)cc1	-2	2	11	2	-19	-0.4	-4	2	0	14
